ssDAF-12 act: activators of S. stercoralis DAF-12 nuclear receptor; HEK293 ssDAF-12/GRIP1 lit1-tk-luc reporter, luminescence; % of 3 µM dafachronic acid response; activation, % at 6.8 µM; actives 1% (n = 370,000); AID 652126;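 active means activation above the mean over all tested compounds plus 3 SD, cut at about 0.9% in these data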;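 further: 0% = DMSO-only wells and 100% = 3 µM delta7-dafachronic acid wells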
ADAM17 inh: ADAM17 inhibition, QFRET primary screen; P78536; recombinant ADAM17, EDANS/DABCYL FRET peptide cleavage; inhibition, % at 6.95 µM; actives 0.83% (n = 370,000); AID 720648;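 active means inhibition above the mean of compounds lying between control limits plus 3 SD, set per campaign, cut at about 8.5% in these data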;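 further: 0% = DMSO-only wells as the low control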
hgDAF12 agonist: hgDAF-12 agonism, primary luciferase screen; HEK293 GAL4-hgDAF12 UAS-luciferase reporter, agonist luminescence; normalized to butyrate control; activation, % at 6.8 µM; actives 1.8% (n = 370,000); AID 687014;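 active means activation above a cutoff set at the mean of all screened compounds plus 3 SD, cut at about 10% in these data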;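 further: 0% = DMSO wells and 100% = sodium butyrate wells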
DAX1 inh-1: inhibitors of human orphan nuclear receptor DAX1 (NR0B1); P51843; HEK293 Gal4-DAX1 luciferase reporter, luminescence; inhibition, % at 6.75 µM; actives 0.99% (n = 340,000); AID 504766;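 active means inhibition above the mean over all tested compounds plus 3 SD, cut at about 4.2% in these data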;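 further: 0% = DAX1-transfected cells with DMSO and 100% = empty-vector control cells with DMSO; inhibition shows as a rise in luminescence from relieved DAX1 repression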
DAX1 inh-2: blocks DAX1 repression of SF-1 activated StAR promoter; HEK293T StAR-luciferase reporter, SF-1/DAX-1 repression relief; inhibition, % at 6.8 µM; actives 1.1% (n = 370,000); AID 652010;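 active means inhibition above the mean over all tested compounds plus 3 SD, cut at about 3.6% in these data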;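 further: 0% = DAX-1 cells with DMSO and 100% = cells lacking DAX-1 with DMSO; higher inhibition means more luminescence from relief of DAX-1 repression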
ADAM10 inh: inhibits human ADAM10. O14672. recombinant ADAM10, EDANS/DABCYL FRET peptide cleavage, 3 h. inhibition, % at 7 µM. actives 0.62% (n = 370,000);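 active means inhibition above a per-campaign cutoff equal to the mean of compounds falling between control-based bounds plus 3 SD, cut at about 20% in these data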;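 further: 0% = DMSO wells while the 100% control is not disclosed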
Target sequence (O14672 214-748 limits assumed): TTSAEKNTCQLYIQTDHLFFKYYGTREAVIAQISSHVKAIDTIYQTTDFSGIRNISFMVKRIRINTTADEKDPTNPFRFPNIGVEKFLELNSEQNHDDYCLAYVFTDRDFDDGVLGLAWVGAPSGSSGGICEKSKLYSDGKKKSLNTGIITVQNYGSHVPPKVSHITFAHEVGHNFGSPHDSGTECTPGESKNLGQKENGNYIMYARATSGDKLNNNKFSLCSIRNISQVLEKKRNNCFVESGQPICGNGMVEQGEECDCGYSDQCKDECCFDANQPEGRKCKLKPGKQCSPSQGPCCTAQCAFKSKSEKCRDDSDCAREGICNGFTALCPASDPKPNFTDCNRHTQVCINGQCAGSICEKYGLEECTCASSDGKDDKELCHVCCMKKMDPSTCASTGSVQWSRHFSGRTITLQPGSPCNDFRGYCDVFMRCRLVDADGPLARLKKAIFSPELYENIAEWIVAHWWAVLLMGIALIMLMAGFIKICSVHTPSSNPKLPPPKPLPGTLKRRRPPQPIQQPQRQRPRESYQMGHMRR
PLC-beta3 inh: blocks human PLC-beta3 enzyme activity; Q01970; Purified PLC-beta3, fluorogenic substrate, fluorescence; inhibition, % at 12.2 µM; actives 0.18% (n = 370,000); in the data active means inhibition above about 11%;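 further: 0% = median of compound wells on plate and 100% = full blocker control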
PLCg1 inh: PLC-gamma1 (human) inhibition, primary screen; P19174; inhibition, % at 12.2 µM; purified PLC-gamma1, fluorogenic substrate, fluorescence; actives 0.84% (n = 370,000); in the data active means inhibition above about 9.5%
sPLA2-III inh: Blocks human group III sPLA2 activity; Q9NZ20; QFRET BODIPY PC-A2 liposome hydrolysis, fluorescence; inhibition, % at 12.2 µM; actives 0.56% (n = 370,000);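 active means inhibition above mean plus 3 SD of compounds lying within the high and low control bounds, cut at about 19% in these data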;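 further: 0% = median of test compound wells and 100% = no enzyme DMSO wells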
Target sequence (Q9NZ20 whole entry, looked up): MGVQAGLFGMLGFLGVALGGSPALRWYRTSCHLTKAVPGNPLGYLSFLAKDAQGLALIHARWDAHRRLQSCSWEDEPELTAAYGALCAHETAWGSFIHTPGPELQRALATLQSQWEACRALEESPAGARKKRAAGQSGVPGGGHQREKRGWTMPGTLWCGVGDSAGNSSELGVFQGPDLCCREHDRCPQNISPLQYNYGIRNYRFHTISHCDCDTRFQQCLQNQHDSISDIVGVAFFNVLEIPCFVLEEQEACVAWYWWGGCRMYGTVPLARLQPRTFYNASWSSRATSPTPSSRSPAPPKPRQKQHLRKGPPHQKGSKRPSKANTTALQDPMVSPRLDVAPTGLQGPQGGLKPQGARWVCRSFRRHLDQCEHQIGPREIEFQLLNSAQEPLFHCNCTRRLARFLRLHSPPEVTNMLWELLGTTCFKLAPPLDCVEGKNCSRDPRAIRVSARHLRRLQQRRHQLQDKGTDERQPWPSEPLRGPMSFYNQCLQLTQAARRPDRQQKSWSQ
FXN GAA850 act: frataxin GAA850 promoter activation; HEK293 lucGAA850 FXN promoter luciferase reporter, 24 h; percent of 10 µM SAHA response; activation, % at 6 µM; actives 0.56% (n = 360,000);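 active means activation above the average of all compounds screened plus 3 SD, cutoff fixed separately per campaign, cut at about 7.5% in these data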;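 further: 0% = DMSO wells and 100% = 10 µM SAHA wells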
hcDAF-12 act: activators of H. contortus DAF-12 nuclear receptor. HEK293 hcDAF-12 lit1-tk-luc reporter, luminescence; 0% DMSO, 100% Δ7-dafachronic acid. activation, % at 6.8 µM. actives 1.4% (n = 370,000). AID 652067;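 active means activation above the mean of all tested compounds plus 3 SD, cut at about 5.5% in these data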;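 further: 100% = response to 3 µM Δ7-dafachronic acid high control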
The depositor's hits bear a star; x = no result given.

SMILES	ssDAF-12 act	ADAM17 inh	hgDAF12 agonist	DAX1 inh-1	DAX1 inh-2	ADAM10 inh	PLC-beta3 inh	PLCg1 inh	sPLA2-III inh	FXN GAA850 act	hcDAF-12 act
C=C(C)CNC(=O)c1ccc2nc(Cc3ccc(OC)cc3)oc2c1	-0.6	-1.2	12.9*	6.3*	1.0	1.6	-9.2	-0.8	-39.3	5.1	3.3
O=S(=O)(c1cccc(C(F)(F)F)c1)N1CCC(CO)(CCCc2ccccc2)CC1	-0.7	7.9	-1.7	2.0	-0.6	21.8*	-10.1	-1.3	-12.9	0.3	-0.8
CC(=O)C1=C(NC(=O)c2ccccc2F)C[C@@H]2[C@H]1C2(C)C	-1.5	-1.9	4.6	-0.7	-0.7	3.8	2.1	1.9	-9.1	-0.1	-0.2
Cc1ccccc1NC(=S)Nc1ccc(Br)cc1	-0.5	0.4	1.8	-0.1	0.2	10.4	4.4	2.8	-2.9	-0.4	-1.1
CC1CCCC(NC(=O)COC(=O)CCC(=O)c2cccs2)C1C (stereo unspecified)	-1.0	-1.9	1.1	-0.7	-0.3	-0.5	-1.1	-0.5	0.0	-0.7	-0.1
Cc1n[nH]c(C)c1N=Nc1ccc(Br)cc1	0.0	7.5	7.9	1.2	0.4	20.9*	9.6	6.8	-8.9	1.8	4.8
CCOc1ccc(C(C)=O)cc1CSc1nnc(-c2ccncc2)n1CCOC	-1.1	-6.2	1.2	0.6	0.1	-11.0	-10.3	-0.1	3.9	-0.9	-1.9
COc1ccc(-n2nc3c(c2NC(=O)Cc2cccc(C)c2)CS(=O)C3)cc1 (stereo unspecified)	-1.1	-5.5	0.0	0.4	-1.3	-10.2	-0.1	3.0	11.4	-0.2	-1.6
COc1cc(C=C2C(=O)c3ccccc3C2=O)cc(OC)c1	-0.4	-1.1	3.6	4.7*	-0.3	-0.4	-6.3	-1.1	1.8	0.1	4.0
CN(C)c1nnnn1-c1ccc(Cl)cc1	-1.4	-2.5	-1.1	-2.2	-0.4	3.9	-0.3	1.1	5.0	0.8	-0.2
CN(C)c1ccc(CSc2ccccc2)cc1	-0.7	0.2	7.0	1.0	0.4	1.0	-3.6	-0.9	7.7	3.0	-0.8
Cc1cc(Cl)ccc1NS(=O)(=O)c1c(C)[nH]c(=O)[nH]c1=O	-0.8	-7.6	-1.2	1.2	0.2	5.3	-4.4	-1.6	4.8	-0.4	-0.4
CCOc1ccc(S(=O)(=O)N(C)CC(=O)NCc2ccccn2)cc1Cl	-0.7	1.0	-2.3	1.0	0.1	1.2	0.4	3.4	-0.1	1.6	-2.1
CC(O)[C@H]1CN=C(N)N1CCc1cc(C(F)(F)F)cc(C(F)(F)F)c1 (stereo partly specified)	-1.5	-7.6	2.0	-0.1	0.9	-6.2	4.0	-2.9	7.0	1.4	-1.7
Cc1ccc(Nc2ccccc2)nn1	-1.2	-1.0	-2.4	2.6	-0.2	3.5	-0.6	0.9	1.2	2.1	-0.6
CSCCC(NS(=O)(=O)c1ccc2c(c1)OCCO2)C(=O)N(C)Cc1ccccc1F (stereo unspecified)	-1.0	-1.8	-3.4	0.1	-2.0	-5.1	3.1	1.4	1.2	-0.5	-1.0
COc1ccc(N2C(=O)CC(n3cnc4ccccc43)C2=O)cc1 (stereo unspecified)	-0.3	-1.4	-0.7	0.9	-0.6	0.4	2.4	2.3	-4.0	0.9	-0.8
CC(=O)c1cccc(S(=O)(=O)Nc2ccc(N3CCOCC3)cc2)c1	-0.7	-5.2	4.5	0.2	-0.1	4.0	-6.6	0.4	5.6	0.9	1.3
O=C(COC(=O)c1ccc(NC(=O)C2CC=CCC2C(=O)O)cc1)c1ccccc1 (stereo unspecified)	-0.1	-2.1	1.6	-0.5	0.1	1.2	-4.4	0.3	-6.0	0.0	0.2
CCCNC(=O)Cc1ncn[nH]1	-1.7	1.0	0.1	1.3	1.4	-8.8	0.7	7.0	4.4	-2.5	1.2
Cc1cc(C)c(C#N)c(N2CCC(C(N)=O)CC2)n1	-0.9	-42.6	0.9	-0.3	0.7	-133.1	-21.1	-17.6	4.8	2.5	1.1
COc1ccc(N/N=C(/Oc2ccc([N+](=O)[O-])cc2)C(C)=O)cc1	-0.9	4.2	-3.2	0.5	-0.2	13.6	2.1	1.8	-4.2	-0.9	-1.2
O=C(Nc1ccc2c(c1)CCC2)c1cccc(S(=O)(=O)N2CCN(c3ccc(F)cc3)CC2)c1	-1.7	8.4	-1.5	-2.3	-1.4	17.5	-17.2	-12.8	-11.3	-2.4	-2.6
C=CCS(=O)(=O)N1CCCC(N(C)CCc2ccc(OC)c(OC)c2)C1 (stereo unspecified)	-1.2	-2.5	0.0	-0.3	0.0	2.1	-3.6	-5.2	0.7	1.4	0.7
Cc1ccc(OCC(=O)O/N=C(\N)c2ccncc2)cc1C	-0.5	0.3	6.7	1.1	0.3	10.8	0.8	0.0	0.1	0.4	-0.6
CNc1ccc([N+](=O)[O-])cc1	-1.6	0.1	0.8	-0.5	-0.4	-1.6	3.5	2.9	-0.1	2.0	-0.7
Cc1ccc(NC(=O)C2CCCN2C(=O)OC(C)(C)C)cc1C (stereo unspecified)	-1.3	1.4	-0.6	-1.1	-0.1	7.6	-2.4	1.7	1.3	-1.4	0.0
COC(=O)c1cn(CCOc2ccccc2OC)c2ccccc12	-1.7	2.6	-3.0	-1.7	-1.0	10.6	3.2	2.9	-7.1	-3.3	-2.0
N#Cc1cc(-c2ccccc2)nc(Oc2ccc(Cl)cc2)n1	-0.7	-1.5	-0.1	0.5	-0.1	-2.8	0.7	3.1	6.1	2.4	-3.3
Cc1ccc(Oc2c(C=O)c3ccccc3n2C)cc1	-1.2	-0.4	3.1	1.1	-0.3	3.6	-3.3	0.8	4.5	-0.8	2.3
Cc1ccc(S(=O)(=O)N[C@H](C(=O)OCC(=O)N2N=C(c3ccc(Cl)cc3)CC2c2ccco2)C(C)C)cc1 (stereo partly specified)	-1.0	2.4	-1.4	-1.1	0.3	12.6	-0.8	-0.4	-13.1	1.5	2.8
O=S1(=O)N=C(Nc2ccc(O)cc2)c2ccccc21	-0.8	0.2	-0.8	3.2	-0.3	-1.2	2.0	0.9	-3.8	1.1	-0.6
Cc1ccc(-c2ccc(S(=O)(=O)N3CC(C)OC(C)C3)cc2)cc1 (stereo unspecified)	-1.5	-0.1	-0.4	0.0	0.6	-8.9	-3.0	-1.4	1.0	1.9	-0.4
CCN(CC)S(=O)(=O)c1cc(NC(=O)C2CC(=O)N(Cc3ccccc3)C2)ccc1Cl (stereo unspecified)	-2.4	-3.3	-6.1	-2.0	-3.8	-0.7	-8.5	0.8	-30.4	-1.1	-4.4
C=CC(=O)Nc1cccc(Oc2ccnc(Nc3ccc(N4CCN(C)CC4)cc3)n2)c1	-1.8	-4.9	1.7	-1.3	-1.1	-4.6	-1.6	4.3	1.1	-7.8	-2.7
CCN=C1SC(C(=O)Nc2cccc(C(=O)O)c2)CC(=O)N1CC (stereo unspecified)	-0.6	-2.1	-1.3	0.2	1.4	-4.8	0.9	3.5	2.7	0.2	-0.1
Cc1cc(N2CCCC2)ccc1NC(=O)CN1C(=O)NC2(CCCCC2)C1=O	-0.9	-4.1	-1.5	-0.8	-0.7	2.6	0.4	2.0	18.7	2.1	-0.6
COc1ccccc1NS(=O)(=O)NC(=O)c1cn(C)c2ccccc12	-0.5	-6.6	0.8	0.7	-0.1	1.9	-10.8	1.9	11.1	-0.4	0.4
COC(=O)[C@]12C[C@H](CC(=O)N3CCN(C(=O)c4ccco4)CC3)C(=O)N(Cc3cccc4ccccc34)C1=C[C@H](C1CCCC1)O[C@@H]2C	-1.0	3.6	-3.8	x	-1.1	20.6*	4.9	8.5	-11.2	x	-1.1
Cc1sc(CO)c(Sc2ccccc2)c1C(=O)O	-0.4	-2.9	-0.6	x	0.0	4.2	7.4	-2.8	2.7	x	6.0*

Shown as a hit in ADAM10 inh, among the entries above:
mol | ssDAF-12 act | ADAM17 inh | DAX1 inh-1 | DAX1 inh-2 | ADAM10 inh | PLC-beta3 inh | PLCg1 inh | sPLA2-III inh | hcDAF-12 act
O=S(=O)(c1cccc(C(F)(F)F)c1)N1CCC(CO)(CCCc2ccccc2)CC1 | -0.7 | 7.9 | 2.0 | -0.6 | 21.8* | -10.1 | -1.3 | -12.9 | -0.8
Cc1n[nH]c(C)c1N=Nc1ccc(Br)cc1 | 0.0 | 7.5 | 1.2 | 0.4 | 20.9* | 9.6 | 6.8 | -8.9 | 4.8
COC(=O)[C@]12C[C@H](CC(=O)N3CCN(C(=O)c4ccco4)CC3)C(=O)N(Cc3cccc4ccccc34)C1=C[C@H](C1CCCC1)O[C@@H]2C | -1.0 | 3.6 | x | -1.1 | 20.6* | 4.9 | 8.5 | -11.2 | -1.1

Whole records, quoted from the list.
`COc1ccc(N2C(=O)CC(n3cnc4ccccc43)C2=O)cc1` (stereo unspecified) across the screens: ssDAF-12 act = -0.3; ADAM17 inh = -1.4; hgDAF12 agonist = -0.7; DAX1 inh-1 = 0.9; DAX1 inh-2 = -0.6; ADAM10 inh = 0.4; PLC-beta3 inh = 2.4; PLCg1 inh = 2.3; sPLA2-III inh = -4.0; FXN GAA850 act = 0.9; hcDAF-12 act = -0.8
`Cc1ccc(S(=O)(=O)N[C@H](C(=O)OCC(=O)N2N=C(c3ccc(Cl)cc3)CC2c2ccco2)C(C)C)cc1` (stereo partly specified) across the screens: ssDAF-12 act = -1.0; ADAM17 inh = 2.4; hgDAF12 agonist = -1.4; DAX1 inh-1 = -1.1; DAX1 inh-2 = 0.3; ADAM10 inh = 12.6; PLC-beta3 inh = -0.8; PLCg1 inh = -0.4; sPLA2-III inh = -13.1; FXN GAA850 act = 1.5; hcDAF-12 act = 2.8

(cont.)
SMILES	ssDAF-12 act	ADAM17 inh	hgDAF12 agonist	DAX1 inh-1	DAX1 inh-2	ADAM10 inh	PLC-beta3 inh	PLCg1 inh	sPLA2-III inh	FXN GAA850 act	hcDAF-12 act
COc1ccc(CNC(=O)CN2CCN(c3ccccc3)CC2)cc1	-1.1	-7.2	-0.1	0.1	-0.3	3.0	-8.9	1.8	6.8	2.7	-0.5
CC(=O)N1CCCc2cc(S(=O)(=O)N3CCN(c4ccccn4)CC3)ccc21	-1.4	-4.9	-3.7	-1.1	-1.4	-6.7	0.2	-0.2	4.5	-0.9	-1.4
Cc1ccc(-c2nnc(N3CCN(C(=O)Cn4c(=O)n(C)c5ccccc54)CC3)c3ccccc23)cc1	-1.7	-1.6	0.4	-0.2	-1.1	-0.7	4.0	0.9	7.9	1.3	-2.5
CC(C)c1ccc2nc(N)sc2c1	-0.6	-0.6	10.9*	2.6	5.9*	-3.3	-5.6	4.7	1.3	7.4	5.8*
CC(C)c1ccc(C(=O)OCC(=O)Nc2cccc(S(=O)(=O)NC3=NCCC3)c2)cc1	-0.7	5.2	2.3	0.2	1.3	9.8	3.4	3.5	-16.2	-0.7	-1.3
O=C1NCC(CN(c2ccccc2)c2ccccc2)O1 (stereo unspecified)	-1.0	-2.9	-0.7	6.7*	-0.8	-7.4	-1.7	-7.1	0.5	-0.8	-1.8

Screens as filed in PubChem BioAssay.

An unsorted share of the library; any-hit rate near 6.9%.
